Assay outcomes as filed in PubChem.
ERG-DNA inh – inhibitors of human ERG Ets domain-DNA interaction. P11308. fluorescence polarization, His-ERG Ets domain / labelled DNA. Potency, µM (top dose mostly 76.9 µM), for inactives: at the top dose FP activity, negative = inhibition, hits mostly inhibitors. actives 0.028% (n = 370,000). AID 624246; active means well fitted inhibition curve with a large enough effect in the polarisation, with a control signal flat; inconclusive means small, poorly fitted or top-dose-only effect, or effect the other way, or a change in a side signal; inactive means no such curve, though single readings can be large or run the other way; the % refers to the polarisation;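 further: polarization taken with two DNA probes labelled with fluorescein and Texas red; potency means the concentration at half of the fitted maximal effect; % of control where 0% means no effect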
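His-tagged ERG Ets domain (1 uM in the protein solution; 300mM KCl, 50mM Tris-HCl, 1mM EDTA, 1mM DTT, pH 7.5) received compound, then a probe mix of 5 nM fluorescein-DNA and 100nM Texas-615-DNA. Fluorescence polarization was read for both dyes.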
Anesthetic bind – candidate novel general anesthetic via apoferritin binding; P02791; apoferritin/1-aminoanthracene competitive binding, fluorescence; Potency, µM (doses to about 77.5 µM), for inactives: top-dose activity change, negative = displacement, hits mostly inhibitors; actives 0.074% (n = 350,000); AID 485281; further: potency means the concentration at half of the fitted maximal effect; on the % scale 0 is the no-effect control and ±100 the full control effect; nearly all actives have a fitted effect of over 20% in size
Target sequence (P02791 2-175 limits assumed): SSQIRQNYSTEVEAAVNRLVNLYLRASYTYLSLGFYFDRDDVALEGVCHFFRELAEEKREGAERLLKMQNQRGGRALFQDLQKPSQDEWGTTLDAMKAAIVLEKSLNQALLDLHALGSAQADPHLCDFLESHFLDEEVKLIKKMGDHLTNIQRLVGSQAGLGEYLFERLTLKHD
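In PBS, apoferritin at 10 uM is loaded with 1-AMA from a 50% saturated solution. After 10 min of compound exposure at ambient temperature, reduced 535 nm fluorescence indicates probe displacement.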
12-LOX inh – blocks human arachidonate 12S-lipoxygenase; purified 12hLO, xylenol orange hydroperoxide absorbance; Potency, µM (titrated, usually from 108 µM), without a hit: at the highest dose activity change, negative = inhibition, most hits filed as inhibitors; actives 1.1% (n = 580,000); further: potency means the concentration at half of the fitted maximal effect; on the % scale 0 is the no-effect control and ±100 the full control effect
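Purified human 12hLO at 150 nM in 25 mM Hepes, 0.01% Triton X-100, pH 7.0, preincubated 15 min at room temperature with compound. Reaction started with 40 uM arachidonic acid, 30 min at room temperature. Hydroperoxide measured by Fe-xylenol orange, 573/405 nm absorbance ratio.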
APE1 inh – blocks human APE1 abasic DNA cleavage; recombinant APE1, TAMRA/BHQ-2 abasic DNA cleavage fluorescence; Potency, µM (highest dose often 65.8 µM), for inactives: at the top dose activity change, negative = inhibition, hits mostly inhibitors; P27695; actives 0.35% (n = 350,000); AID 2517;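 further: potency means the concentration at half of the fitted maximal effect; plate controls were vehicle for no effect and reference inhibitor for full effect; nearly all actives have a fitted effect of over 55% in size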
Target sequence (P27695 whole entry, looked up): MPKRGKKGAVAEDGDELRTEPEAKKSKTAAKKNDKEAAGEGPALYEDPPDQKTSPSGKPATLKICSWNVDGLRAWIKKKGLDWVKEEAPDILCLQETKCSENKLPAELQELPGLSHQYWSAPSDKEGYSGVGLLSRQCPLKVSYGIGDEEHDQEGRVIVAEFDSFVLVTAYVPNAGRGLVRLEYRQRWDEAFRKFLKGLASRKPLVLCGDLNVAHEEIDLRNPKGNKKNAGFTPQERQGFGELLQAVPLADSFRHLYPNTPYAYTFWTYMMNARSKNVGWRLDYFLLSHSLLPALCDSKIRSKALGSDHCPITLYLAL
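APE1 at 0.75 nM final was preincubated with compound 15 min at room temperature, then 50 nM double-stranded THF abasic-site substrate (5'-TAMRA/3'-BHQ-2) was added. Fluorescence (ex 525/em 598 nm) was read kinetically; third-minus-first read gave activity.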
LDHA inh – inhibitors of human lactate dehydrogenase A | actives 0.15% (n = 480,000) | activity change, % (values are at about 110 or 230 µM) | purified LDHA, NADH/diaphorase-resazurin fluorescence; hits give low values | AID 1347041; in the data active means activity change below about -30%; inconclusive means mostly about -25% to -30%;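 further: plate controls were DMSO wells for no effect and wells without enzyme for full effect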
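LDH5 2 nM; NADH 0.06 mM, pyruvate 0.2 mM; 200 mM Tris pH 7.4, EDTA, Tween-20; 5 min RT. Detection: diaphorase 0.133 mg/mL + resazurin 37 µM, fluorescence ex540/em590 at 0 and 20 min; normalized to enzyme-free and DMSO wells.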
RGS4 inh – human RGS4 inhibition. Transcreener GDP fluorescence polarization, RGS4-accelerated GTP hydrolysis. actives 0.039% (n = 390,000). Potency, µM (titrated, usually from 114 µM), without a hit: top-dose activity change, negative = inhibition, usual class: inhibitors. AID 504845. P49798; further: potency means the concentration at half of the fitted maximal effect; on the % scale 0 is the no-effect control and ±100 the full control effect; nearly all actives have a fitted effect of over 75% in size; some results filed as inactive show a strong effect at the top dose
Target sequence (P49798 whole entry, looked up): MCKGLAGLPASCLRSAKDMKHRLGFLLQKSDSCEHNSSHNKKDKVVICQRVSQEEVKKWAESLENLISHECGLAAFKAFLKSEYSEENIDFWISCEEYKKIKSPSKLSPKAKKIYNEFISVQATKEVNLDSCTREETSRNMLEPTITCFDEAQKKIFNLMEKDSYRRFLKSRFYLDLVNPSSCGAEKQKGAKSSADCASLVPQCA
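MLSMR compounds (23 nl, pin-transferred) preincubated 10 min at room temperature with a 500nM (2x) first reagent, then RGS4 at 900nM (2x) plus Transcreener GDP mix added; fluorescence polarization (620/688 nm) read before and after 90 min at 30 °C.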
Pol eta inh – blocks human DNA polymerase eta activity; recombinant Pol eta, fluorescent DNA replication assay; Potency, µM (series often up to 114 µM), for inactives: at the highest dose activity change, negative = inhibition, actives largely listed as inhibitors; actives 1.2% (n = 390,000); AID 588591; further: potency means the concentration at half of the fitted maximal effect; on the % scale 0 is the no-effect control and ±100 the full control effect
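Fluorescent replication assay: 50 nM final substrate added after a 15 min room-temperature compound preincubation with 10 nM enzyme. Signal taken at 0 min and again at 10 min.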
Pol kappa inh – blocks human DNA polymerase kappa activity | Potency, µM (top dose mostly 107 µM), without a hit: top-dose activity, negative = inhibition, most hits filed as inhibitors | Q9UBT6 | purified Pol kappa, fluorescent DNA synthesis assay, 10 min | actives 0.53% (n = 400,000); further: potency means the concentration at half of the fitted maximal effect; on the % scale 0 is the no-effect control and ±100 the full control effect
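Readout: fluorescence, taken kinetically at 0 and 10 min. Conditions: 10 nM Pol kappa, 15 min RT compound preincubation, 50 nM substrate final. Controls: enzyme-free buffer wells.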
Pol beta inh – blocks human DNA polymerase beta activity; P06746; Pol beta primer extension/strand displacement, fluorescence kinetic; Potency, µM (doses to about 114 µM), for the others: at the top dose activity change, negative = inhibition, hits mostly inhibitors; actives 1.3% (n = 340,000); further: potency means the concentration at half of the fitted maximal effect; on the % scale 0 is the no-effect control and ±100 the full control effect
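Human Pol beta at 10 nM; strand-displacement substrate 50 nM final. Compound exposure 15 min at room temperature before start, reaction 10 min at room temperature.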
* = called active by the depositor; ? = inconclusive; . = no result given; & = joins results of further samples; [ ] = another dose, or the depositor's remark. Unless noted, the call rests on the fitted dose curve; in most records, active means well fitted curve in the direction sought with a large enough effect; inconclusive means small, poorly fitted or top-dose-only effect, or another doubt; inactive means no such curve, though single readings can be large; an effect the other way counts as inactive or inconclusive. A portion of the library. The share of hits here may be higher or lower than overall.

SMILES	ERG-DNA inh	Anesthetic bind	12-LOX inh	APE1 inh	LDHA inh	RGS4 inh	Pol eta inh	Pol kappa inh	Pol beta inh
CCOc1ccc2nc(Cl)c(C3CC(c4ccccc4)=NN3C(=O)CCC(=O)O)cc2c1 (centres undefined)	-5%	-7%	-10%	.	-3	-7%	-13%	-13%	1%
CN(C)C(CNC(=O)c1cc2ccccc2o1)c1ccccc1 (centres undefined)	.	.	4%	.	-8	1%	-5%	-3%	.
COC(=O)c1ccc([C@@H](O)[C@H](C)C(=O)CC(=O)OC(C)(C)C)cc1	0%	-12%&-16%	1%	11%&-2%	-10	18%&-8%	-15%	-2%&9%	7%
CCOC(=O)c1c(C)[nH]c(C)c1S(=O)(=O)N1CCCC(C(=O)Nc2ccc(F)cc2F)C1 (centres undefined)	2%	37%[activator]	-28%	.	-14	0%	-19%	3%	9%
O=C(Nc1ncc(Cc2ccccc2Cl)s1)c1ccc2c(c1)CC(c1ccccc1)OC2=O (centres undefined)	7%	-3%	-10%	.	-9	1%	-16%	11%	2%
CCc1ccc(OCC(=O)Nc2ccc(N3CCN(S(C)(=O)=O)CC3)cc2)cc1	28%	-1%	-5%	31%[activator]	-3	-2%	-9%	-9%	1%
COc1ccccc1NC(=O)c1ccc(CN2CCOCC2)cc1	10%	-12%	4%	-9%	-2	-19%	-17%	-3%	4%
O=C1NC(=S)N/C1=C/c1ccc(Oc2ccc(C(F)(F)F)cc2[N+](=O)[O-])c(Cl)c1	0%	-2%	-3%	3%	-4	16%	-1%	-9%	2%

The closing two compounds of the part above are carried over, then new ones follow:
SMILES	ERG-DNA inh	Anesthetic bind	12-LOX inh	APE1 inh	LDHA inh	RGS4 inh	Pol eta inh	Pol kappa inh	Pol beta inh
COc1ccccc1NC(=O)c1ccc(CN2CCOCC2)cc1	10%	-12%	4%	-9%	-2	-19%	-17%	-3%	4%
O=C1NC(=S)N/C1=C/c1ccc(Oc2ccc(C(F)(F)F)cc2[N+](=O)[O-])c(Cl)c1	0%	-2%	-3%	3%	-4	16%	-1%	-9%	2%
C=Cc1ccc(Cn2c(SCC(=O)N3CCN(c4ccc(F)cc4)CC3)nc3ccccc32)cc1	3%	76%[activator]	1%	.	-3	2%	-16%	11%	2%
CC(C)NC(=O)COC(=O)c1ccc(NS(=O)(=O)c2ccc3c(c2)OCCO3)cc1	0%	-12%	-8%	2%	-2	-4%	-1%	-14%	-8%
Cc1cc(C)cc(NS(=O)(=O)c2coc(C(N)=O)c2)c1	13%	-15%	5%[57.4 µM]	13%	0	7%	-9%	-11%	2%
COc1ccc(C2CC(=O)Nc3cc(C)c(C)cc32)c(OC)c1OC (centres undefined)	-6%	-1%	7%	12%	-6	-12%	-16%	-10%	9%
N#C/C(=C\c1cccc(Oc2ccccc2)c1)C(=O)N1CCOCC1	1%	?	105%[activator]	2%	-7	?	-8%	0%	13%
Cc1ccc(NC(=O)c2ccc(CSc3nnnn3C)cc2)cc1	-8%	-5%	6%	-9%	-2	8%	10%	-12%	2%
N#C/C(=C\c1cccs1)C(=O)Nc1ccccn1	-4%	-1%	-22%	-7%	-9	6%	-15%	-12%	0%
Nc1sccc1C(=O)c1ccc(Cl)cc1	.	-17%	-21%[57.4 µM]	-3%	2	7%	-6%	-11%	5%

Molecules listed so far that have an aryl thioether with sulfur outside any ring:
SMILES	ERG-DNA inh	Anesthetic bind	12-LOX inh	APE1 inh	LDHA inh	RGS4 inh	Pol eta inh	Pol kappa inh	Pol beta inh
C=Cc1ccc(Cn2c(SCC(=O)N3CCN(c4ccc(F)cc4)CC3)nc3ccccc32)cc1	3%	76%[activator]	1%	.	-3	2%	-16%	11%	2%
Cc1ccc(NC(=O)c2ccc(CSc3nnnn3C)cc2)cc1	-8%	-5%	6%	-9%	-2	8%	10%	-12%	2%

(more compounds)
SMILES	ERG-DNA inh	Anesthetic bind	12-LOX inh	APE1 inh	LDHA inh	RGS4 inh	Pol eta inh	Pol kappa inh	Pol beta inh
Clc1ccc(Cl)c(OCCN2CCCC2)c1	-4%	-9%	?	7%	-11	-12%	-9%	-9%	9%
COc1ccc(C(=O)Nc2nc(CC(=O)NCCc3ccccc3OC)cs2)cc1	18%	.	-22%	4%	-2	-11%	-23%	-1%	.
CCOC(=O)C1CSc2[nH]c(=O)sc2C1c1ccccc1 (centres undefined)	-4%	-17%	-24%	-2%	-3	-14%	10%	-9%	-3%
CN(C)c1nc(-c2ccccc2)ncc1S(=O)(=O)c1ccccc1	5%	-22%	2%	-2%	-3	23%	?	-7%	16%
Nc1cc(C(=O)N2CCN(c3ccc([N+](=O)[O-])cc3)CC2)ccc1N1CC2CC(C1)c1cccc(=O)n1C2 (centres undefined)	9%	?	3%	15%	-2	31%[11.4 µM]	1%	-29%	8%
CCOc1ccccc1N1CCN(C(=O)C(Sc2ccccc2)c2ccccc2)CC1 (centres undefined)	1%	71%[activator]	133%[activator]	-3%	1	34%	-8%	-18%	10%
Cc1cccc(CSCCNC(=S)Nc2ccccc2)c1	7%	-3%	?	-8%	-8	12%	-12%	-6%	12%
COc1cccc(C(=O)NCC(c2ccco2)N2CCc3ccccc3C2)c1 (centres undefined)	1%	.	?	-19%	-7	-26%	?	1%	.

Under each structure: ERG-DNA inh	Anesthetic bind	12-LOX inh	APE1 inh	LDHA inh	RGS4 inh	Pol eta inh	Pol kappa inh	Pol beta inh
- COc1cc(C(=O)Oc2cccc(C(=S)N3CCOCC3)c2)cc(OC)c1OC
→ -3%	-17%	304%[activator]	-18%	-11	-24%	-1%	-3%	?
- COc1cc(NC(=O)CN2C(=O)C(c3ccccc3)=NC2(C)C)cc(OC)c1
→ -2%	-11%	-4%	-5%	1	17%	-12%	-14%	-10%
- Cc1ccc(S(=O)(=O)N2CCN(C(=O)CNC(=O)c3ccc(Br)o3)CC2)cc1
→ 2%	.	4%	14%	-13	7%	-19%	-7%	.
- Cc1ccc(N(CC(=O)Nc2ccccc2C(=O)NCc2ccco2)S(=O)(=O)c2ccccc2)cc1C
→ 0%	-12%	5%	-5%	-10	-30%[11.4 µM]	-21%	-7%	-11%
- CC(C)n1ncc2c(C(=O)N3CCN(Cc4ccc(Br)s4)CC3)cc(C3CC3)nc21
→ 5%	.	-2%	-18%	1	8%	-17%	18%	.
- CCN(C[C@H]1N[C@@](CC)(C(=O)OC)[C@H]2C(=O)N(C)C(=O)[C@@H]12)C(=O)COC
→ 3%	.	?	9%	-6	-3%	0%	-13%	.
- CCOc1ccc(NS(=O)(=O)c2ccc(C(=O)N3CCCCC3)cc2)cc1
→ -6%	-21%	7%	46%	0	2%	-6%	-3%	34%
- COC(=O)c1ccc(CNC(=O)c2ccc(OC)c(S(=O)(=O)NC3CCCC3)c2)cc1
→ 11%	.	32%[activator]	-8%	-2	-14%	-25%	1%	.
- COC(=O)c1cc(Br)c(=O)n(Cc2cccnc2)c1
→ -3%	3%	-4%	4%	-3	38%	-8%	-9%	0%
- CC(=O)Nc1ccc(C(=O)Nc2cc(C)on2)cc1
→ 4%	8%	0%	31%	2	-3%	-15%	-5%	-4%
- CC(=O)Nc1ccc2c(c1)nc(C)n2-c1ccccc1
→ -6%	-6%	43%[activator]	-4%	-1	-4%	-7%	-3%	-4%
- C=CCn1c(C)cc(C(=O)COC(=O)/C=C/c2cccc(OC)c2)c1C
→ -4%	?	-6%	-7%	2	-1%	-11%	-6%	0%
- C[C@H](CO)N1C[C@H](C)[C@@H](CN(C)C(=O)Nc2ccccc2)Oc2ccc(NC(=O)CCN3CCOCC3)cc2C1=O
→ -3%	.	-6%	1%	-2	6%	-6%	2%	.
- CCCCn1c2ccccc2c2cc(CC(N)=O)ccc21
→ -5%	-2%	0%	-3%	-4	-7%	-25%	1%	14%
- COc1cc(/C=C2\C(=O)N(CCC#N)N=C2C)ccc1OCC(=O)Nc1ccccc1
→ -5%	-7%	?	-4%	6	?	-3%	-18%	25%
- C1CN(CCN2CCOCC2)CCN1
→ 9%	-5%	.	-4%	-8	1%	-14%	-9%	13%
- O=S(=O)(Nc1cc(S(=O)(=O)N2CCOCC2)ccc1Cl)c1ccccc1
→ 15%	.	1%	9%	-3	-12%	-17%	-9%	.
- O=C(CCl)N(Cc1cc(=O)[nH]c2ccccc12)c1ccccc1
→ 18%	9%	?	1%	-6	-15%	50µM*	-3%	29%
- CCOc1ccc(NC(=O)c2c(NC(=O)c3ccncc3)sc3c2CCC(C(C)(C)C)C3)cc1 (centres undefined)
→ 1%	8%	-6%	.	-2	-10%	-14%	-2%	-10%
- O=C(Cn1c2ncccc2c(=O)n1-c1ccccc1)NCc1ccccc1
→ -4%	-2%	8%	.	-5	-14%	4%	-12%	-2%
